GSK3A inh: blocks human GSK-3 alpha kinase; inhibition, % at 10 µM; P49840; 0.1% of 320,000 active; ADP-Glo luminescence, 60 min;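 in the data active = inhibition above about 50%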;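 note: GST-tagged GSK-3 alpha with peptide substrate and 25 µM ATP; 0% = DMSO neutral wells and 100% = GW8510 positive control wells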
Target sequence (P49840 whole entry, looked up): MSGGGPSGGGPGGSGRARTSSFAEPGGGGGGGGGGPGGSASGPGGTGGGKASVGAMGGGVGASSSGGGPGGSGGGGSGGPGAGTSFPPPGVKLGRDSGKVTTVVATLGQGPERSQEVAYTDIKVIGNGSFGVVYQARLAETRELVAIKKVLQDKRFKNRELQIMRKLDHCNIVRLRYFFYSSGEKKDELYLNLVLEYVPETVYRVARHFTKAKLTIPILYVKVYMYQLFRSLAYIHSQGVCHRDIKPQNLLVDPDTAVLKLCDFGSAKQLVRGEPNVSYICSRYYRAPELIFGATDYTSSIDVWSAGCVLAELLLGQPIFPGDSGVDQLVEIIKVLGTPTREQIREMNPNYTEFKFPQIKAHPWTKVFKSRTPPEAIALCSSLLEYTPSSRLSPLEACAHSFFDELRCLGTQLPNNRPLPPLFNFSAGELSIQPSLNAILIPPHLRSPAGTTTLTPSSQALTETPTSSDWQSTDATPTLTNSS
HSF1 inh: HSF1 inhibition; NIH3T3-HGL HSE-luciferase, MG132-induced, luminescence 8 h; stronger effect = lower value; 0.77% of 300,000 active; AID 2098; activity change, negative = inhibition, % at 7.5 µM (by protocol);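 active = more than half of replicate wells show activity change below -50%, luminescence cut by over half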;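 note: luciferase reports HSF-1 transcriptional activity via heat shock element; 0% = median of DMSO wells and -100% = zero luminescence signal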
HSP90 refold inh: HSP90 refolding inhibition in rabbit reticulocyte lysate. luciferase refolding luminescence, 3 h. AID 1789. inhibition, % at 5.6 µM. 0.91% of 290,000 active;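 active = inhibition above the screen-wide mean plus 3 SD, computed separately per campaign, cut at about 16% in these data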;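 note: 0% = DMSO wells and 100% = 60 µM geldanamycin wells; inhibitors lower the luminescence because luciferase stays unfolded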
KLF5 inh: kruppel-like factor 5 inhibition; DLD-1 KLF5 promoter-luciferase reporter, luminescence; inhibition, % at 5 µM; 0.23% of 290,000 active; AID 1700;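 active = inhibition above a per-plate limit of that plate's mean compound inhibition plus 3 SD, cut at about 60% in these data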;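 note: 0% = DMSO wells and 100% = LY294002 at 200 µM; higher means less KLF5 promoter-driven luciferase light; inactives centre near -14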
HSF1 activator: increases HSF-1 driven luciferase reporter signal; AID 504408; NIH3T3-HGL HSF-1 luciferase reporter, MG132, 8 h; 100% = twice DMSO control signal; activation, % at 9 µM; 1.7% of 300,000 active;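 active = mean replicate activation of at least 50% with a set share of replicates each reaching 50%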;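 note: 0% = median of the neutral control wells and 100% = twice that signal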
Platelet DG rel: modulates dense granule release in human platelets; human platelet-rich plasma, SFLLRN dense granule ATP release, luminescence; inhibition, %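 (compounds screened at 7.5 µM in platelet-rich plasma)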; 0.22% of 300,000 active; AID 1663;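 active = mean replicate score, as percent of positive control, at or above 50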
GSK3beta inhib: human GSK3beta kinase inhibition | P49841 | GST-GSK3beta kinase, ADP-Glo luminescence, 60 min; stronger effect = lower value | activity score (negative = inhibition), % at 10 µM | 0.038% of 300,000 active;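 active = more than half of replicate wells score below -50%, meaning over 50% inhibition versus plate controls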;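 note: 0% = median DMSO wells and -100% = median GW8510 positive control wells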
Target sequence (P49841 whole entry, looked up): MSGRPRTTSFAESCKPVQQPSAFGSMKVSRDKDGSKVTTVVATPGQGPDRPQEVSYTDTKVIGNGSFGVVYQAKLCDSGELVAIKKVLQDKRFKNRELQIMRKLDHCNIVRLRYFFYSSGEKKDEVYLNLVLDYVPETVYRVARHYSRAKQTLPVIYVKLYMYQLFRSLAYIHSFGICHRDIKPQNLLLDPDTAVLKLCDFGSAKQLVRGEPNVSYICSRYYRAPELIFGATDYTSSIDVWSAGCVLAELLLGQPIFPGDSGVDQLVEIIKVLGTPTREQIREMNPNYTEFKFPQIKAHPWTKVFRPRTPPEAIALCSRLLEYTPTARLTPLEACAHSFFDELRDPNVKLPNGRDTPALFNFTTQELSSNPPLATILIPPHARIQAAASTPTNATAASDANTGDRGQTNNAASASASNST
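Test system – GST-tagged human GSK3beta kinase, cell-free · Incubation – 60 min enzyme reaction, room temperature · Signal – ADP-Glo luminescence · Also added – peptide substrate and ATP at 25 µM · Controls – DMSO neutral wells and GW8510 at 20 µM as positive · Buffer or medium – Tris/MgCl2 kinase buffer · Measure – Luminescence-derived activity versus plate DMSO and GW8510 wells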
aSyn 5UTR inh: MLPCN primary screen, SNCA 5' untranslated region; alpha-synuclein 5'UTR reporter, inhibitor activity; inhibition, % (tested at 7.5 µM); 0.82% of 300,000 active; AID 1813; in the data active = inhibition above about 60%;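 note: H4 neuroglioblastoma cells stably carrying SNCA 5'UTR luciferase fusion; 0% = DMSO wells and 100% = positive control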
IEC-6 cytotox: counter-screen for KLF5 inhibitors: cytotoxicity in IEC-6 cells; inhibition, % at 5 µM; IEC-6 cytotoxicity, luminescence viability; 0.78% of 290,000 active; in the data active = inhibition above about 22%;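 note: 0% = plate median of test compound wells and 100% = cytotoxic reference compound wells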
Dyrk1A ADPGlo: blocks rat Dyrk1A kinase activity | Q63470 | ADP-Glo luminescence, NFATc1 peptide | inhibition, % at 12.5 µM | 0.43% of 310,000 active | AID 504441; in the data active = inhibition above about 50%;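 note: plate controls were vehicle with enzyme for no effect and no enzyme for full effect; many of its hits are not listed in these tables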
* hit, by the source's call; · = no result given. These rows are one share of the data; rates above refer to the full screens.

SMILES	GSK3A inh	HSF1 inh	HSP90 refold inh	KLF5 inh	HSF1 activator	Platelet DG rel	GSK3beta inhib	aSyn 5UTR inh	IEC-6 cytotox	Dyrk1A ADPGlo
COc1ccc(Cl)cc1-c1n[nH]c(=S)n1C	-1	1	4	6	10	-2	1	-9	1	-6
CCCC(=O)Nc1ccc(C(=O)NNC(=O)c2ccccc2Br)cc1	-5	7	-2	13	-10	1	2	-25	0	2
COc1ccc(OCCC(=O)OCC(=O)NCCC2=CCCCC2)cc1	-1	1	4	-20	5	2	1	9	-2	·
O=CNc1ccccc1Oc1ccccc1	-1	-1	6	7	6	0	0	-1	11	6
COc1ccc(-n2nc(C(=O)NCC(=O)Nc3cc(OC)c(OC)c(OC)c3)c3ccccc3c2=O)cc1Cl	0	-34	2	22	-45	10	-5	38	8	2
Cc1cc2[nH]c3ccccc3c2c(C)n1	2	5	-4	6	44	-8	0	-85	11	2
COc1ccc(OC)c(NC(=O)c2ccc(-c3csc(C)n3)cc2)c1	-1	17	-1	-56	21	3	4	-84	-1	-6
COc1ccc(-c2csc(NC(=O)c3cccc(S(=O)(=O)N4CCN(C)CC4)c3)n2)cc1	-1	-16	4	-26	-26	12	1	-71	7	18
O=C(O)CCCC(=O)Nc1c(F)c(F)c(F)c(F)c1F	0	0	3	2	-4	-2	-1	5	0	3
Cc1oc(S(=O)(=O)N2CCCC2)cc1C(=O)Nc1ccc(F)cc1	-3	-4	4	-13	-2	-7	0	11	-4	-3
O=C(Nc1ccccc1Cl)Nc1cccc2cccnc12	2	14	-6	-31	19	7	-1	-162	3	·
COC(=O)Cc1cc(=O)n2[nH]c(C)cc2n1	-6	-10	2	6	-19	·	1	8	6	-9
Clc1ccc2c(N/N=C/c3ccc(Br)cc3)ccnc2c1	4	7	3	-10	13	-3	-2	-44	1	1
COc1ccc2[nH]cc(CCNC(=O)Nc3ccccc3)c2c1	-2	2	1	10	39	-4	-4	-4	3	10
CN(C)C(=O)COc1ccc(C(=O)/C=C/c2cccnc2)cc1	0	8	1	-5	13	3	-2	-28	-3	-4

Reformatted as labelled records: part of the list above
O=CNc1ccccc1Oc1ccccc1
  GSK3A inh = -1; HSF1 inh = -1; HSP90 refold inh = 6; KLF5 inh = 7; HSF1 activator = 6; Platelet DG rel = 0; GSK3beta inhib = 0; aSyn 5UTR inh = -1; IEC-6 cytotox = 11; Dyrk1A ADPGlo = 6

COc1ccc(-n2nc(C(=O)NCC(=O)Nc3cc(OC)c(OC)c(OC)c3)c3ccccc3c2=O)cc1Cl
  GSK3A inh = 0; HSF1 inh = -34; HSP90 refold inh = 2; KLF5 inh = 22; HSF1 activator = -45; Platelet DG rel = 10; GSK3beta inhib = -5; aSyn 5UTR inh = 38; IEC-6 cytotox = 8; Dyrk1A ADPGlo = 2

Going on with the list.
SMILES	GSK3A inh	HSF1 inh	HSP90 refold inh	KLF5 inh	HSF1 activator	Platelet DG rel	GSK3beta inhib	aSyn 5UTR inh	IEC-6 cytotox	Dyrk1A ADPGlo
NC(=O)C1(N2CCCCC2)CCN(S(=O)(=O)c2cc(Cl)sc2Cl)CC1	0	0	3	1	8	3	-11	-8	-6	·
Cc1[nH]c(=O)c(C(=O)c2cc(Cl)ccc2O)cc1C(=O)O	-3	-4	-2	-19	-15	-3	-2	-31	-4	4
CC1=C(C(=O)OCC2CCCO2)C(c2ccc(C)o2)C2=C(CC(c3ccc(F)cc3)CC2=O)N1 (centres undefined)	1	4	2	4	20	-10	·	-4	7	8
CCOC(=O)C(NC(=O)C1CCCN1C(=O)OCc1ccccc1)C(=O)OCC (centres undefined)	·	2	-1	-18	-5	8	-2	-21	-9	3
CCOC(=O)C1=C(COC(=O)C2(C)CC2(Cl)Cl)NC(=O)NC1c1ccc(OC)cc1 (centres undefined)	-2	12	1	13	15	0	2	13	2	-7
COc1ccc(NC(=O)c2oc3ccccc3c2NC(=O)c2ccco2)c(OC)c1	-1	-5	4	1	-9	-3	5	11	4	-7
Cc1cccc(S(=O)(=O)NCCC(=O)OCC(=O)Nc2ccc(C#N)cc2)c1	0	-3	-3	-7	-6	-12	-1	4	-2	4
N#CCc1ccc(C(=O)c2ccccc2)s1	-1	-5	2	4	-9	4	2	-70	-2	-6
CC(C)(C)OC(=O)N/N=C\c1ccc([N+](=O)[O-])s1	9	16	1	-14	12	2	-6	-44	-1	0
COc1ccccc1CN1CC(C(=O)NCCN(C)CCc2ccccc2)CCC1=O (centres undefined)	0	2	0	-18	-5	-2	-2	-4	0	-5
Nc1cccc(-c2nnc3n2CCCCC3)c1	2	-5	2	-15	-6	8	1	-2	9	-1
CCOc1ccc(C(=O)OCC(=O)Nc2nc(OC)cc(OC)n2)cc1OCC	-1	-10	0	-4	-22	1	1	28	5	·
CCOc1cc(/C=C2/NC(=O)N(Cc3ccccc3F)C2=O)ccc1O	3	59	-1	-19	86*	1	-3	-5	3	0
O=C(CCCn1c(=S)[nH]c2cc3c(cc2c1=O)OCO3)N1CCN(c2ccc(F)cc2)CC1	-2	-5	2	-8	5	4	0	9	-2	-3
COCCn1c(-c2ccc(Cl)cc2)cnc1SCC(=O)NCCc1ccc(OC)c(OC)c1	-8	-5	2	-10	-3	1	-3	3	10	1

Structures listed above marked active in HSF1 activator:
structure	GSK3A inh	HSF1 inh	HSP90 refold inh	KLF5 inh	HSF1 activator	Platelet DG rel	GSK3beta inhib	aSyn 5UTR inh	Dyrk1A ADPGlo
CCOc1cc(/C=C2/NC(=O)N(Cc3ccccc3F)C2=O)ccc1O	3	59	-1	-19	86*	1	-3	-5	0

(list continues)
SMILES	GSK3A inh	HSF1 inh	HSP90 refold inh	KLF5 inh	HSF1 activator	Platelet DG rel	GSK3beta inhib	aSyn 5UTR inh	IEC-6 cytotox	Dyrk1A ADPGlo
CC(=O)c1cccc(NC(=O)N2CCCC2C(=O)Nc2ccc3c(c2)OCCO3)c1 (centres undefined)	-2	3	-2	-1	0	-1	1	6	0	-2
CCn1ccnc1CNC(=O)CC1C(=O)NCCN1CC(c1ccccc1)c1ccccc1 (centres undefined)	-1	-1	5	-10	-4	-5	2	4	-1	-6
O=C(c1cccc(S(=O)(=O)N2CCOCC2)c1)N1CCCCCC1	6	-7	1	-10	11	7	0	34	0	-8
Cc1ccc(S(=O)(=O)Nc2ccc(NC(=O)Nc3cccc(C(F)(F)F)c3)cc2)cc1	-2	2	-2	8	2	-11	-2	-10	5	2
CCCc1nnc(NC(=O)c2cn(CC)c3cc(N4CCN(C)CC4)c(F)cc3c2=O)s1	-2	-1	-4	7	2	3	0	-9	-4	·
N#CC1=C(N)Oc2cc(N)ccc2C1c1cccc(Br)c1 (centres undefined)	-1	-11	1	61	-19	4	-1	119*	81*	·
Cc1ccc(Cn2c(O)c(N=O)c3ccccc32)cc1	1	0	3	-2	-1	4	-3	4	0	0
Cn1c(Cn2c(=O)sc3ccccc32)nnc1SCC(=O)Nc1ccccc1F	-3	-2	1	17	0	10	-22	0	6	11
O=C(Nc1ccccc1)c1ccc(S(=O)(=O)N2CCCC2)cc1	0	-3	1	-5	-9	-6	-3	5	5	0
CC(=O)C1=C(c2ccccc2)NC(=O)NC1c1ccc(O)c(O)c1 (centres undefined)	-1	2	0	23	-3	-7	3	1	5	3
Cc1cc(C)cc(C(=O)N2CC(C)OC(C)C2)c1 (centres undefined)	-2	-3	-2	-36	-4	-1	-4	9	4	-5
Cc1onc(-c2c(Cl)cccc2Cl)c1C(=O)c1c[nH]c(C(=O)NCCCN2CCOCC2)c1	1	3	2	3	-6	-1	1	-7	6	9
CCCc1nnc(NC(=O)CCC(=O)N2CCN(Cc3ccc(C)cc3C)CC2)s1	-4	0	-2	-53	-3	2	3	5	-2	3
O=C(Cc1ccccc1)NCC(=O)N/N=C/c1ccc(Cl)cc1	-2	4	2	-20	-3	8	-2	-11	-5	-2
CC(NC(=O)C12CC3CC(CC(C3)C1)C2)c1ccc2c(c1)OCCO2 (centres undefined)	-3	-1	-2	-21	-11	3	-2	-12	-4	-6
COc1ccc(C2C(C(=O)Nc3ccc(OC)c(OC)c3)c3ccccc3C(=O)N2C)cc1 (centres undefined)	-1	-1	2	-7	-9	-5	-1	-3	0	-2
O=C(c1cc2nc(-c3ccco3)cc(C(F)(F)F)n2n1)N1CCN(c2ccc(F)cc2)CC1	-1	·	3	-28	·	·	·	·	-1	-2
CCc1nc2ccccc2n1Cc1ccc(F)cc1	-2	-4	-4	-21	26	10	0	-34	-1	8
CCc1ccc2c(c1)/C(=N/N(C)C(=S)NC)C(=O)N2	0	-2	0	15	35	27	-2	-71	7	2
COc1ccc(Nc2nnc(C)c3ccccc23)cc1C(N)=O	-4	-5	-2	-15	16	-3	7	-55	-3	1
COc1cc(OC)c2ccc(=O)oc2c1C(CC(=O)N1CCOCC1)c1ccc2c(c1)OCO2 (centres undefined)	-1	4	·	·	-5	-5	1	-2	·	0
CCN(CC)CCN(C(=O)c1cc2ccccc2cc1OC)c1nc2ccc(OC)cc2s1	6	6	8	-1	-6	-6	-3	16	10	-4
CC(NS(=O)(=O)c1ccc2c(c1)C(=O)c1cc(S(=O)(=O)NC(C)C(=O)O)ccc1-2)C(=O)O (centres undefined)	-2	-7	-1	-12	-8	-2	1	3	-3	3
CC(=O)c1ccc(-n2cc(-c3ccc(C(C)(C)C)cc3)[n+]3c2SCCC3)cc1	1	-11	0	-4	-4	-3	-5	-14	5	-2
CC(=O)N1Cc2ccccc2C(C)CC12CCCC2 (centres undefined)	-2	-3	-3	6	-1	4	0	31	7	13
Cc1[nH]n(-c2ccccc2)c(=O)c1N=Nc1cccc([N+](=O)[O-])c1	0	-10	4	-25	12	-11	·	-71	4	·
CCc1ccc(OCC(=O)NCC(c2ccc(Cl)cc2)N2CCCCC2)cc1 (centres undefined)	-1	3	-3	-18	5	0	-4	18	-4	3
CCn1c(CNC(=O)COc2ccc(C(C)C)cc2)nnc1SCC(=O)Nc1ccc(F)cc1	0	3	0	-11	4	-8	2	8	-4	-9
COC(=O)c1ccc(CSCC(=O)Nc2ccccc2)cc1	-1	-3	1	-26	-7	3	0	-2	2	4
CC(=O)N1N=C(c2ccc(Cl)cc2)CC1c1ccc([N+](=O)[O-])cc1 (centres undefined)	-1	4	-2	3	-4	0	2	-12	-2	-8
COC(=O)c1ccc(NC(=O)c2cn(-c3cccc(C)n3)cn2)cc1	·	·	-1	-17	·	·	·	·	-1	-5
Cc1ccnc(NC(c2ccsc2)c2ccc3ccc(C)nc3c2O)c1 (centres undefined)	-1	-54*	1	24	-67	-5	-1	-8	-2	0
CCCN1CCN(CCCNC(=O)Cn2nc(-c3ccc(Cl)cc3)ccc2=O)CC1	0	-3	-5	-5	-6	3	-1	2	-7	·
COc1ccccc1NC(=O)c1ccc(NC(=O)CN2C(=O)CN(C)C2=O)cc1	-1	-9	-4	-7	-12	0	-4	17	2	·
O=C(Cn1cc(SCc2ccc(F)cc2)c2ccccc21)N1CCOCC1	-2	19	-2	-10	23	0	1	-21	-1	5

Looked up by compound from above, 2 records:
SMILES	GSK3A inh	HSF1 inh	HSP90 refold inh	KLF5 inh	HSF1 activator	Platelet DG rel	GSK3beta inhib	aSyn 5UTR inh	IEC-6 cytotox	Dyrk1A ADPGlo
COc1ccccc1NC(=O)c1ccc(NC(=O)CN2C(=O)CN(C)C2=O)cc1	-1	-9	-4	-7	-12	0	-4	17	2	·
O=C(Cn1cc(SCc2ccc(F)cc2)c2ccccc21)N1CCOCC1	-2	19	-2	-10	23	0	1	-21	-1	5
